# Yfh1-depleted yeast: enhancers of respiration in Yfh1-depleted yeast, dose response, Friedreich's ataxia, plus single-dose screen (AID 1465) | S. cerevisiae Yfh1-off respiration, WST-1 reduction, 72 h; higher fold induction means a stronger effect | fold induction at 50 µM, or EC50 in µM where a hit was titrated | 220,000 compounds, 0.074% hits;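 active means fold induction of absorbance versus untreated yeast above a set limit, then at least 30% activation at any dose in follow-up; inconclusive means repeats straddling the limit, or above it without dose testing; inactive means fold induction below the set limit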;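 further: activators that raise dye reduction in frataxin-depleted yeast; strong numbers were not always called active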
# MT stabilize HCS: stabilizes microtubules in HeLa cells; HeLa tubulin immunostaining HCS, 24 h; share of cells brighter than vehicle mean+2SD; % tubulin-high responders, % at 10 µM; 200,000 compounds, 0.83% hits;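 active means plate Z-score above 3 for both tubulin-high and condensed-nucleus cell shares, with cell loss under 80%, at 10 µM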;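 further: anti alpha tubulin signal scored within the nucleus-defined area of each cell; some results filed as inactive read as strong as hits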
# WT yeast gro inh: growth inhibition of WT yeast, mitochondrial fusion screen; 190,000 compounds, 2.1% hits; AID 1362; inhibition, % at 10 µM; mitochondrial fusion phenotypic screen, WT strain; in the data active means inhibition above about 58%; tested in S. cerevisiae
# bCat nuc transl: modulators of beta-catenin nuclear translocation; HeLa beta-catenin nuclear translocation, immunofluorescence imaging; nuclear translocation activity, % at 5 µM; 190,000 compounds, 0.3% hits; AID 1665;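 active means nuclear translocation activity above 50% at 5 µM, with a well cell count of 50 or more; inconclusive means wells under 50 cells across six images, flagged as toxic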;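 further: per-cell ratio of nuclear to cytoplasmic median beta-catenin stain intensity; plate controls were DMSO negative control for no effect and GSK-3 inhibitor IX positive control for full effect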
#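 Test system: human HeLa cell line; Doses: 5 µM primary, 0.02–20 µM confirmation; Incubation: 24 h compound exposure, 37°C; Detection: beta-catenin immunofluorescence imaging with DAPI; Read-out: beta-catenin nuclear/cytoplasmic ratio, % activation.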
# Insulin prom up: MIN6 insulin promoter up-regulation | MIN6 insulin promoter-GFP reporter, high-content imaging; stronger effect = higher value | z-score at 5 µM | 190,000 compounds, 0.3% hits | AID 1625;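 active means z-score above 3 at 5 µM with at least 500 cells counted in the well; inconclusive means wells under 500 cells, flagged as cytotoxic or low count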
# Dynein transport: dynein cargo transport inhibition; z-score, hits read low; 220,000 compounds, 0.47% hits; 3617.4 mouse cells, GR-EGFP nuclear translocation imaging; test concentration mostly 20 µM; stimulated with dexamethasone, 1 µM; stronger effect = lower value;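 active means plate z-score of nuclear minus cytoplasmic receptor signal below a set negative limit, without overly bright fluorescence or cell loss, cut at about -3.5 in these data, passing the limit was not always enough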;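 further: z-score of nuclear minus cytoplasmic ring GR-EGFP intensity difference per well; some compounds called inactive have numbers as strong as hits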
#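 Buffer or medium: tetracycline-free induction medium containing charcoal-stripped FBS / Reagent: dexamethasone agonist, 1.0 µM final, for 30 min / Technique: automated 10x imaging of fixed Hoechst-stained cells / Times: induction 48 h, compound 1 h, agonist 30 min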
# HIV peptide binding: inhibitors of HIV fusion peptide binding, primary screen, biochemical, uHTS, fluorescence dequenching (AID 1986) | inhibition, % at 20 µM; hits with a dose series show IC50 in µM | 290,000 compounds, 0.3% hits | cell-free peptide binding, fluorescence dequenching, 30 min; higher % means a stronger effect; in the data active means inhibition mostly above about 52%, no sharp cut-off; inactive means mostly below about 76%; further: some results filed as inactive read as strong as hits
# Autophagy HCS: modulators of autophagy; MEF GFP-LC3 puncta imaging; test concentration mostly 10 µM; calls only at 10 µM (by protocol); 190,000 compounds, 0.98% hits; AID 463193;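 active means percentage of spot-positive cells more than 3 SD above its plate mean, without a fluorescence outlier flag or 80% toxicity; inconclusive means no clear call, values can overlap the other calls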;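 further: spot-positive cell cutoff set from DMSO-treated cells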
# AID2073: inhibitors of Mint1-CaV2.2 protein interaction, biochemical, HTRF (AID 2073); HTRF protein-protein interaction, Mint1-CaV2.2; higher % means a stronger effect; inhibition, % at 20 µM, or IC50 in µM where a hit was titrated; 290,000 compounds, 0.19% hits; in the data active means inhibition mostly above about 51%, no sharp cut-off; inconclusive means no clear call, values can overlap the other calls; inactive means mostly below about 53%; further: some results filed as inactive read as strong as hits
# WT yeast gro inh mutant strain: recorded beside WT yeast gro inh, whose call it bears; inhibition, %; mitochondrial fusion phenotypic screen, mutant strain inhibition
# Dynein transport cytoplasmic EGFP: also measured in Dynein transport; calls as there; z-score; measured here: cytoplasmic GR-EGFP intensity; stronger effect = higher value
# Dynein transport nuclear GR-EGFP: recorded beside Dynein transport, whose call it bears; z-score; measured here: nuclear GR-EGFP intensity;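 lower value marks the stronger effect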
# Dynein transport cell count: also measured in Dynein transport; calls as there; z-score; measured here: cell count per field
# Insulin prom up cell count: recorded beside Insulin prom up, whose call it bears; cell count; measured here: cytotoxicity, nuclei count;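 total cells summed across four imaged fields per well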
# bCat nuc transl cell count 5 µM: further read-out of bCat nuc transl, marked with its call; cell count; measured here: cell count, cytotoxicity flag
# MT stabilize HCS Hoechst-high %: second read-out of MT stabilize HCS, no call of its own (marks repeat the call); % Hoechst-high responders; measured here: nuclear condensation Hoechst responders;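 share of cells brighter than vehicle mean plus two SD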
# MT stabilize HCS cytotoxicity %: also measured in MT stabilize HCS; calls as there; toxicity, %; measured here: cytotoxicity by cell density;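 0% = mean cell density of plate MIN control wells and 100% = no cells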
# Autophagy HCS cell loss 18 h: recorded beside Autophagy HCS, whose call it bears; toxicity, %; measured here: cell loss, nuclei count;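 cell loss after 18 h compound exposure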
# An asterisk follows results filed as active; i = inactive; ? = inconclusive; · = not tested or not shown; + = active, no number.
SMILES,Yfh1-depleted yeast,MT stabilize HCS,MT stabilize HCS Hoechst-high %,MT stabilize HCS cytotoxicity %,WT yeast gro inh,WT yeast gro inh mutant strain,bCat nuc transl,bCat nuc transl cell count 5 µM,Insulin prom up,Insulin prom up cell count,Dynein transport,Dynein transport cytoplasmic EGFP,Dynein transport nuclear GR-EGFP,Dynein transport cell count,HIV peptide binding,Autophagy HCS,Autophagy HCS cell loss 18 h,AID2073
CC1(C)C2CC=C(/C=N/NC(=O)c3ccccc3O)C1C2 (stereo not drawn),i,6.1,2.4,2.8,8,-4,-0.5,518,0.02,1250,0.74,-0.3,0.052,-0.32,3.7%,i,-16,7%
CC(=O)c1c(C)[nH]c(=S)c(C#N)c1-c1ccc(Cl)cc1,i,·,·,·,·,·,-1.9,1170,-0.24,1380,0.45,-0.29,-0.038,0.42,-0.7%,·,·,-29%
CCOc1ccccc1N=C1SC(CC(=O)Nc2ccc(OC)cc2OC)C(=O)N1CCC1=CCCCC1 (stereo not drawn),i,3.6,1.9,9.2,17,0,0.5,908,·,·,-0.61,0.028,-0.54,0.5,1.6%,i,-2,15%
O=C(COC(=O)CCc1c[nH]c(=O)[nH]1)Nc1ccccc1Cl,i,2.5,2.6,10.0,-8,3,-1.1,1087,0.39,1292,-0.17,-0.082,0.4,0.53,2.0%,i,-2,4%
Cc1onc(-c2ccccc2)c1C(=O)N1CCc2ccccc21,i,3.2,1.4,5.0,13,12,-0.7,1372,0.55,1566,-1.3,-0.016,-0.32,1.1,-1.1%,i,16,1%
Cc1ccc(NCC(=O)N/N=C/c2cccc(Oc3ccccc3)c2)cc1,i,1.9,2.3,14,39,-1,4.7,1027,-0.54,1489,-0.43,-0.2,-0.15,0.6,4.8%,i,1,0%
CCc1c(C)nc2c(-c3ccccc3)c(C)nn2c1Nc1ccc(NC(C)=O)cc1,i,·,·,·,·,·,1.1,1264,-0.63,1077,0.083,-0.27,-0.24,1.3,-2.2%,·,·,20%
Cc1ccc(NC(=O)COC(=O)CNC(=O)c2ccco2)cc1,i,2.7,2.0,8.5,-20,12,-0.7,1069,0.63,1212,1.5,-0.3,1,-1.2,-0.4%,i,-8,-12%
CCOC(=O)C1(CC2CCCCO2)CCN(C2CCSCC2)CC1 (stereo not drawn),i,3.7,3.9,0.6,0,0,-2.5,1159,-0.39,1317,0.034,-0.19,0.088,0.31,-0.5%,i,13,7%
Cc1sc2nc(CN3CCOCC3)nc(Cl)c2c1C,i,3.4,3.3,5.4,-1,-8,·,·,-0.88,1357,0.05,-0.17,1.1,-0.51,1.4%,i,30,-3%
CCCCc1nc(NCc2ccccc2)c(C#N)c2c1COC(C)(C)C2,i,0.8,1.2,5.7,-7,-14,-3.0,1212,-0.3,904,0.1,-0.23,0.43,-0.049,1.8%,i,2,16%
Nc1nc(N2C(=O)C3CC=CCC3C2=O)nn1-c1ccccc1 (stereo not drawn),i,2.7,0.7,7.0,12,19,0.2,1063,0.75,1245,0.67,-0.25,0.72,0.8,-0.6%,i,1,-1%
COc1ccccc1NC(=O)C1=C(C)Nc2nnnn2C1c1cccc(C)c1 (stereo not drawn),i,3.4,3.7,5.7,11,8,-0.8,1133,-0.14,908,-0.74,0.21,-0.23,0.56,1.3%,i,5,-7%
CCOc1ccc(C(=O)c2ccc(OCC)c(N)c2)cc1N,i,53*,53*,31*,-1,-10,5.2,1026,0.26,1131,-0.9,-0.32,-0.29,0.82,3.2%,i,6,2%
Cc1cc(C(=O)N2CCc3ccccc32)c2cc(F)ccc2n1,i,5.4,3.6,9.2,4,7,-1.6,1112,0.37,1235,-0.67,-0.19,-0.13,0.087,1.7%,i,12,14%
CCCCCCCCC(=O)N/N=C(\C)c1ccco1,i,2.9,1.9,5.7,9,-16,·,·,0.57,1164,-0.78,-0.31,-0.66,0.71,0.0%,i,17,-8%
Cc1ccc(CNC(=O)CS(=O)CC(=O)O)cc1 (stereo not drawn),i,3.3,1.7,0.3,-19,-31,-18,1312,·,·,0.0084,-0.23,-0.063,0.87,-0.5%,i,-2,3%
CCN1CCN(c2nc(Nc3ccc(NC(C)=O)cc3)nc(Nc3ccc(NC(C)=O)cc3)n2)CC1,i,·,·,·,·,·,1.3,1360,-1.1,1215,-0.51,-0.81,-0.096,0.14,-1.1%,·,·,7%
O=C(c1ccc(F)cc1)C1CCN(C(=S)Nc2ccccc2)CC1,i,2.4,1.4,5.2,5,16,·,·,·,·,-0.92,-0.21,-0.7,0.56,-0.6%,i,3,-22%
FC(F)(F)c1cccnc1-n1cncn1,i,·,·,·,·,·,-2.8,1216,·,·,-0.17,-0.26,-0.32,0.82,0.0%,·,·,6%
CS(=O)(=O)N(CC(=O)NCc1cccnc1)Cc1ccc(Cl)cc1,i,2.5,1.8,37,-11,-7,·,·,0.2,1329,-0.22,-0.28,0.2,-0.55,-2.0%,i,6,-1%
CCOc1ccc(C(=O)Nc2cc(-c3nc4ccccc4[nH]3)ccc2Cl)cc1[N+](=O)[O-],i,46,7.8,44,16,12,-1.0,1176,-0.33,1373,0.52,-0.13,0.41,0.24,25%,i,3,8%
COc1ccccc1NS(=O)(=O)c1cc(N)ccc1N1CCCCC1,i,3.3,2.0,2.8,39,11,0.4,1518,-0.05,1448,0.15,0.64,0.36,-0.095,-2.0%,i,22,17%
Cn1c(=O)[nH]c(=O)c2c1nc(NC1CCCCC1)n2CC(=O)NC1CCCCC1,i,3.3,2.4,9.2,-5,-20,·,·,-0.11,1281,0.0081,-0.047,0.22,1.1,1.2%,+,4.7*,13%
COC(=O)Cc1c(C)nc2nc[nH]n2c1=O,i,1.4,2.4,39,3,8,0.0,1002,0.05,1476,-0.68,-0.23,-0.075,0.92,0.9%,i,-1,?

# Sorted by the number under Dynein transport cell count (lowest first): 3 of the compounds above
Structure,MT stabilize HCS Hoechst-high %,WT yeast gro inh mutant strain,Dynein transport,Dynein transport cytoplasmic EGFP,Dynein transport nuclear GR-EGFP,Dynein transport cell count,HIV peptide binding,AID2073
COc1ccccc1NS(=O)(=O)c1cc(N)ccc1N1CCCCC1,2.0,11,0.15,0.64,0.36,-0.095,-2.0%,17%
O=C(COC(=O)CCc1c[nH]c(=O)[nH]1)Nc1ccccc1Cl,2.6,3,-0.17,-0.082,0.4,0.53,2.0%,4%
Nc1nc(N2C(=O)C3CC=CCC3C2=O)nn1-c1ccccc1 (stereo not drawn),0.7,19,0.67,-0.25,0.72,0.8,-0.6%,-1%

# (list continues)
SMILES,Yfh1-depleted yeast,MT stabilize HCS,MT stabilize HCS Hoechst-high %,MT stabilize HCS cytotoxicity %,WT yeast gro inh,WT yeast gro inh mutant strain,bCat nuc transl,bCat nuc transl cell count 5 µM,Insulin prom up,Insulin prom up cell count,Dynein transport,Dynein transport cytoplasmic EGFP,Dynein transport nuclear GR-EGFP,Dynein transport cell count,HIV peptide binding,Autophagy HCS,Autophagy HCS cell loss 18 h,AID2073
CCC(C(=O)Nc1c[nH]c(=O)[nH]c1=O)c1ccccc1 (stereo not drawn),i,3.9,3.4,0.6,-2,3,-3.5,540,0.1,1250,0.18,-0.26,0.17,0.57,1.7%,i,2,-4%
CC1CCN(C(=O)COc2ccccc2F)CC1,i,4.3,1.5,4.7,23,26,-0.7,1061,0.02,1322,0.48,0.16,0.81,-1.7,16%,i,6,20%
CCN(C(=O)Cn1c(=O)n(Cc2ccccc2)c(=O)c2ccccc21)c1cccc(C)c1,i,1.8,1.7,8.4,16,17,-3.8,1155,-0.71,927,0.63,0.071,0.4,-0.25,-2.8%,i,5,-1%
O=C1c2[nH]nc(-c3ccccc3O)c2C(c2ccccc2)N1Cc1ccco1 (stereo not drawn),i,8.8,4.5,0.4,-11,-2,-1.9,989,1.4,1891,0.066,-0.17,0.33,-0.23,8.4%,i,-2,26%
CC(=O)c1ccc(NC(=O)CCc2c(C)nc3ncnn3c2C)cc1,i,3.6,2.1,3.5,4,4,-4.2,1200,·,·,0.92,-0.053,0.37,0.41,2.8%,i,-11,14%
CCOC(=O)/C(C#N)=C\c1ccc(OCC(=O)Nc2ccc(C)cc2C)c(OC)c1,i,1.3,2.5,11,6,1,·,·,·,·,-0.067,-0.21,-0.32,0.059,0.5%,i,2,38%
Cc1cc(C)cc(OCC(=O)NC2=NCCS2)c1,i,4.0,2.3,6.8,-3,-12,·,·,0.5,1254,-0.96,-0.21,-0.86,-0.0033,-1.2%,i,-2,-1%
CCNC(=O)c1nc[nH]c1C(=O)NCC,i,3.4,2.9,5.6,1,2,-3.2,1025,0.2,1189,-0.23,-0.38,0.29,0.6,1.3%,i,-36,0%
Clc1c(CSc2nc3ccccc3o2)nc2ccccn12,·,11,2.1,5.4,19,43,-0.6,1153,-0.52,885,1.7,-0.15,1.2,-0.69,-3.8%,i,6,-17%
N#CC(C(=O)C1CCCCC1)c1nc2ccccc2[nH]1 (stereo not drawn),i,6.3,2.2,4.0,10,21,·,·,-0.41,1371,3.4,0.69,3.5,-3.3,-3.0%,i,4,1%
COc1ccccc1-n1c(SC)nc(O)cc1=O,i,4.4,3.6,2.5,2,6,·,·,-0.74,800,-0.37,-0.24,0.052,0.36,-1.6%,i,0,6%
COc1cc(Br)cc2cc(C(=O)N3CCN(c4ccccn4)CC3)c(=O)oc12,i,1.5,1.7,8.8,3,-8,·,·,0.57,874,-0.5,-0.12,0.0051,0.43,-0.2%,i,-2,-1%
Cn1cc2c(=O)n(/N=C/c3ccccc3)cnc2n1,i,0.4,3.2,8.8,2,-14,1.2,908,·,·,0.21,-0.31,0.047,0.1,0.7%,i,-5,-3%
